# Screens deposited in PubChem by several laboratories.
# Ecoli tolC = growth inhibitors of E. coli tolC mutant, primary screen, strain BW25113 ΔtolC::kan, 384-well | OD615 | growth inhibition, % at 10 µM (by protocol) | 2.2% of 65,000 active | AID 573, 2007;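 active means growth inhibition at or above a cutoff equal to the mean over every tested compound plus 3 SD, cut at about 60% in these data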;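 further: growth measured after 20 h incubation at 37 °C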
#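 Test system: tolC-deleted E. coli BW25113; medium: LB with kanamycin 50 µg/mL; compound: single-point testing at 10 µM; incubation: 20 h compound exposure of bacteria at 37 °C; signal: OD at 615 nm; evaluation: growth inhibition in percent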
# TNAP act DEA = human TNAP enzyme activators, primary screen, biochemical, luminescent, intermediate phosphate acceptor level | Alkaline phosphatase, tissue-nonspecific isozyme (Homo sapiens), P05186 | purified TNAP, CDP-star luminescence, 100 mM DEA, 30 min; stronger effect = higher value; scale: 0 levamisole-inhibited, 1 vehicle-only enzyme | activation factor at 20 µM | 64,000 tested, under 10 active;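 active means activation factor of at least 2 at 20 µM, relative to controls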
# Target sequence (P05186 whole entry, looked up): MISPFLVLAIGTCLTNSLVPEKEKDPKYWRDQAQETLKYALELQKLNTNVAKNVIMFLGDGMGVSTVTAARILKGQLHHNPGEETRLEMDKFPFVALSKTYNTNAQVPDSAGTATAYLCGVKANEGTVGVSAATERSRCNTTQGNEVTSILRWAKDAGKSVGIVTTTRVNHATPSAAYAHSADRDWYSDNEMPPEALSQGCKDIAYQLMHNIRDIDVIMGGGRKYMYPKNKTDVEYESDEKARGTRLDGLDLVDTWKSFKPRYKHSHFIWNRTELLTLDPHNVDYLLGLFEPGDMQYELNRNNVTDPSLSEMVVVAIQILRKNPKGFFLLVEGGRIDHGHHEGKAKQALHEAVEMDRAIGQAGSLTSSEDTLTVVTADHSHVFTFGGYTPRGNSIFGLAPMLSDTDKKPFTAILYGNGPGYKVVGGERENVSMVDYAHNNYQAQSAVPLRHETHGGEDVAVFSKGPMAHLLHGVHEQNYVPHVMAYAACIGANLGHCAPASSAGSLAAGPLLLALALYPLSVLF
# D1 mod = D1 CRE-luciferase signal change, two-sided – cell-based, HEK293 D1, dopamine EC30, D1 allosteric modulator project, primary screen; 5.9% of 58,000 active; D(1A) dopamine receptor (Homo sapiens), P21728; dopamine EC30 potentiation; actives deviate in either direction; B-score at 10 µM; AID 641, 2007;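 active means luminescence count or its row- and column-corrected plate score outside the 99.7% band of the plate's sample wells, on either side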
# Target sequence (P21728 whole entry, looked up): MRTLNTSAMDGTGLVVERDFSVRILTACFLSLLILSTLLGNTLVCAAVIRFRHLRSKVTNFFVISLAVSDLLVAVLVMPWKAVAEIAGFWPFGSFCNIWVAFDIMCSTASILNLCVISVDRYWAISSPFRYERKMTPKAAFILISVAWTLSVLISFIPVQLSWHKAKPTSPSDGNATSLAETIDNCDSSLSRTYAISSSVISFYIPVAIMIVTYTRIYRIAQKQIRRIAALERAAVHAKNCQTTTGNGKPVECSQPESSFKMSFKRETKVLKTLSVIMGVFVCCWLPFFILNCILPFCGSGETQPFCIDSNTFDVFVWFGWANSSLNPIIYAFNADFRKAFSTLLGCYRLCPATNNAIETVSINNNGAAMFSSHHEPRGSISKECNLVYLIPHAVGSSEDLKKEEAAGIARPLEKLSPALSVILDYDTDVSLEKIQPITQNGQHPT
# Jurkat tox 60K = cytotoxicity toward Jurkat T cells, primary screen, cytotoxicity control, cell-based, Jurkat E6.1, 60K MLSMR library. Jurkat E6.1 viability, ATP luminescence, 48 h. inhibition, % at 4 µM. 1.2% of 56,000 active;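 active means inhibition above the mean inhibition of all tested compounds plus 3 SD, cut at about 28% in these data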
# NADH enzymes = inhibitors of PK/LDH coupling enzymes, profiling panel, artefact control, biochemical, MLSMR library; IC50, µM (doses to about 10 µM), for the others: at the top dose inhibition; 0.02% of 65,000 active; coupled PK/LDH NADH assays, four targets;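 active means single-dose screening hits from any of four coupled enzyme assays that gave an IC50 when retested across doses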;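 further: the DPM-DC format reads NADH fluorescence rather than 340 nm absorbance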
# M1 agonist = M1 muscarinic receptor agonists, primary screen, CHO-M1 cells, Fluo-4 calcium, agonist mode | Muscarinic acetylcholine receptor M1 | Fluo-4 calcium fluorescence; stronger effect = higher value | B-score at 10 µM | 3% of 64,000 active | AID 626, 2007;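 active means fluorescence rise, raw or as B-score row- and column-corrected plate score, outside the 99.7% band of its plate's samples, either direction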
# HEK293 NFkB inh = inhibitors of PMA/ionomycin-induced NF-kB reporter, primary screen, antigen receptor NF-kB inhibitor project, cell-based, HEK-293 luciferase reporter, luminescence; HEK-293 NF-kB luciferase reporter; inhibition, % at 3 µM; 0.21% of 62,000 active;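 active means inhibition above the mean of all tested compounds plus 3 SD, cut at about 40% in these data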;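 further: 0% = stimulated DMSO wells and 100% = 10 µM reference inhibitor 5653914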
#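 System: NF-kB luciferase reporter HEK-293 cells | Replication: Single test | Control set: DMSO vs reference inhibitor | Evaluation: % inhibition | Schedule: 1 h pretreatment, 16 h stimulation, 37 °C | Probe or stimulus: PMA with ionomycin | Compound dosing: One dose, 3 µM | Detection: Luciferase luminescence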
# M1 antag = antagonists of rat M1 muscarinic receptor; 3.4% of 64,000 active; CHO-M1 cells, Fluo-4 calcium, ACh EC80 antagonist mode; stronger effect = lower value; Muscarinic acetylcholine receptor M1 (Rattus norvegicus), P08482; B-score at 10 µM;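 active means calcium fluorescence response, raw or row-and-column corrected B-score, differing from the plate sample mean either way at a set confidence level, mostly lower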
# SF-1 act = activators of human SF-1, primary screen, cell-based, CHO-K1, Gal4-SF-1 LBD, luciferase luminescence; Steroidogenic factor 1 (Homo sapiens), Q13285; CHO-K1 Gal4-SF-1 LBD luciferase reporter; % increase over DMSO SF-1-specific signal; activation, % at 10 µM; 1.9% of 65,000 active;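 active means activation above the mean activation of all tested compounds plus 3 SD, cut at about 50% in these data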
#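 Assay system – CHO-K1 cells with Gal4–hSF-1 LBD chimera plus Gal4-driven luciferase · Quantity – 4,000 cells per well · Times – compound added 1 h post-seeding, 20 h exposure at 37 °C, 5% CO2 · Measured by – luciferase light emission · Benchmarks – DMSO and mock-transfected background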
# An asterisk follows results filed as active; x = not tested or not shown; [ ] = dose if it differs, or a comment.
SMILES,Ecoli tolC,TNAP act DEA,D1 mod,Jurkat tox 60K,NADH enzymes,M1 agonist,HEK293 NFkB inh,M1 antag,SF-1 act
Cc1cccc(C)c1NC(=O)c1ccc(-n2cnnn2)cc1,-17,0.9,-0.96,-11,6%,-0.28,7,0.11,2
Cc1nnc(SCC(=O)N2CCCCC2)s1,-12,0.9,-0.57,0,0%,-0.16,14,-0.63,2
CCOC(=O)CN1CC23C=CC(O2)C(C(=O)Nc2ccc(F)c(C)c2)C3C1=O (configuration not stated),-20,0.9,-0.57,-4,6%,-0.0049,12,-1.1,7
COc1cc2oc(=O)c(Br)c(C)c2c(OC)c1OC,-8,0.9,1.5,-4,8%,-0.49,11,0.11,2
Cc1cc2c(cc(C(=O)O)n2C)s1,-15,1,0.19,-3,3%,-1.4,13,-0.3,10
CCOC(=O)C1=C(C)NC2=C(C(=O)C(C(=O)OCC)C(c3ccco3)C2)C1c1ccccn1 (configuration not stated),9,1,-0.8,6,7%[fluoresces],1.1,5,-0.18,-2
COc1cccc(OCC(O)CN(CCO)Cc2ccccc2)c1 (configuration not stated),-6,1,-0.34,-4,8%,-1.2,-10,-0.052,7
CC(CN1CCOCC1)OC(=O)c1ccccc1Br (configuration not stated),-11,1,x,2,6%,0.52,7,0.63,1
CCCN1C(=O)C(O)(C/C(C)=N/O)c2ccccc21 (configuration not stated),-8,0.8,-0.16,-4,7%,-0.27,-2,-0.38,2
CC(=O)OCN(C#N)c1nc(N(C)C)nc(N(C)C)n1,-11,1,0.46,-2,6%,0.25,9,-0.024,-5
C=C1c2cc(CC)ccc2NC(=O)N1c1ccc(C)cc1,17,0.9,-1.8,0,4%,-1.2,-3,1.1,13
Cc1cc(C)c(NC(=O)CSc2nnc(Cc3cccn3C)n2-c2ccc(F)cc2)c(C)c1,15,1,-0.16,-2,5%,-0.17,13,0.23,18
Cc1cccc(NC(=O)C2CCN(S(=O)(=O)c3cccc4cccnc34)CC2)c1,-3,1.2,-1.6,-8,7%,2.6,5,-0.98,9
Cc1ccccc1C(=O)c1cccn1CC(=O)N1CCCCCC1,4,1,-0.2,0,7%,0.0021,14,-0.9,-7
CCOC(=O)C1CCN(C(=O)C2c3ccccc3C(=O)N(C)C2c2ccc(OC)cc2)CC1 (configuration not stated),-8,1,-0.7,x,11%,10*,21,-0.71,-11
Cc1ccccc1-n1nnc2c(=O)oc3ccccc3c21,-7,0.9,-0.44,-1,11%,-0.6,9,0.89,0
Cc1cc(C(=O)N2CCN(C/C=C/c3ccccc3)CC2)no1,-7,0.9,-0.45,4,1%,-0.39,24,1.3,-4
CCC(C)NC(=O)c1c(N)n(/N=C/c2cccnc2)c2nc3ccccc3nc12 (configuration not stated),0,1,-0.79,1,3%[fluoresces],-0.72,26,-0.19,-3
CCOC(=O)C1CCCN(C(=O)c2cc(=O)c3ccccc3o2)C1 (configuration not stated),-12,0.9,0.0021,-3,2%,0.54,14,0.55,3
Clc1ccc(C=NC23CN4CN(CN(C4)C2)C3)cc1,-21,1,1.4,-7,3%,-0.0053,9,-0.83,-14
CCOC(=O)c1c(C)[nH]c(C=Nc2ccccc2)c1O,-37,1,-0.0021,6,2%,-2.2*,23,-0.98,24
Cc1cc(N2CCN(C(=O)c3ccco3)CC2)n2nc(-c3cccc(Cl)c3)cc2n1,9,0.8,0.025,x,15%,0.36,14,0.14,-12
Cc1ccc(Oc2ccc(N)cc2)cc1,6,0.8,-0.5,10,4%,-0.072,-2,-1,5
O=C(Nc1ccccc1)N(CCc1ccncc1)C1CCCCC1,25,1,0.17,-4,10%,0.021,2,-1.3,10
CCOC(=O)CCC(=O)O[C@H]1[C@H](O[C@@H]2[C@@H](C)[C@H](O[C@H]3C[C@@](C)(OC)[C@@H](O)[C@H](C)O3)[C@@H](C)C(=O)O[C@H](CC)[C@@](C)(O)[C@H](O)[C@@H](C)C(=O)[C@H](C)C[C@@]2(C)O)O[C@H](C)C[C@@H]1N(C)C,6,1,1.3,x,4%,0.15,x,-0.15,-18
CCC(=O)c1ccc(N2CCCCCC2)c(F)c1,17,0.9,0.16,-2,1%,0.79,-2,-0.0016,-8
Cc1ccc(CN2CCN(C(=O)C3CCC3)CC2)cc1,-12,0.9,x,-3,6%,0.35,7,-0.62,-1
Clc1ccc(OCc2nnc(SCCN3CCCCC3)n2Cc2ccco2)cc1,24,0.9,-2,8,1%,0.17,2,-13*,4
COc1ccc(CNc2nc(-c3cccnc3)nn2C(=O)c2cccs2)cc1,48,0.9,2.3,-5,1%,0.0062,15,0.021,-9
CCOC(=O)N1CCC(c2cc(=O)n3[nH]cc(C(=O)OC)c3n2)CC1,3,0.9,0.57,6,1%,-0.21,-2,-0.23,1

# Whole records as entered above.
# Clc1ccc(OCc2nnc(SCCN3CCCCC3)n2Cc2ccco2)cc1 across the screens: Ecoli tolC = 24; TNAP act DEA = 0.9; D1 mod = -2; Jurkat tox 60K = 8; NADH enzymes = 1%; M1 agonist = 0.17; HEK293 NFkB inh = 2; M1 antag = -13*; SF-1 act = 4
# Cc1ccc(CN2CCN(C(=O)C3CCC3)CC2)cc1 across the screens: Ecoli tolC = -12; TNAP act DEA = 0.9; D1 mod = x; Jurkat tox 60K = -3; NADH enzymes = 6%; M1 agonist = 0.35; HEK293 NFkB inh = 7; M1 antag = -0.62; SF-1 act = -1
# O=C(Nc1ccccc1)N(CCc1ccncc1)C1CCCCC1 across the screens: Ecoli tolC = 25; TNAP act DEA = 1; D1 mod = 0.17; Jurkat tox 60K = -4; NADH enzymes = 10%; M1 agonist = 0.021; HEK293 NFkB inh = 2; M1 antag = -1.3; SF-1 act = 10

# (listing goes on)
SMILES,Ecoli tolC,TNAP act DEA,D1 mod,Jurkat tox 60K,NADH enzymes,M1 agonist,HEK293 NFkB inh,M1 antag,SF-1 act
O=C1CC(c2ccccc2)CN1C(=O)c1ccccc1 (configuration not stated),-7,0.9,0.046,-4,4%,-0.37,0,0.7,-6
Cn1c(=O)c2c(nc(CN3CCOCC3)n2CCN2CCOCC2)n(C)c1=O,4,1,0.13,-4,3%,0.34,18,0.26,-7
CCOc1nc(S(=O)(=O)c2ccc(C)cc2)c(Cl)s1,15,0.9,-0.17,-4,6%,1.5,5,0.65,-9
CCOC(=O)c1sc(=S)n(-c2ccc(F)c(F)c2)c1N,1,0.9,0.57,x,3%,0.45,20,-0.73,-13
CCN(CCCNC(=O)CCCN1C(=O)COc2ccc(C)cc21)c1cccc(C)c1,32,0.9,0.35,0,4%,1.9,-4,-1.4,11
Cc1csc(=NC(=O)c2ccccc2)n1Cc1ccco1,28,0.9,-1.7,x,14%,-0.018,12,-0.72,7
COc1ccc(CNC(=O)c2ccc(N3CCCC3=O)cc2)cc1,-4,0.9,-0.18,x,4%,-0.0017,1,0.59,28
CCCSc1nc2c(cnn2-c2ccc(C)cc2)c(=O)[nH]1,-7,0.8,10*,-8,1%,-0.12,11,0.48,-14
CCN(CC)CCCN1C(=O)C(O)=C(C(=O)c2ccc(C)o2)C1c1ccco1 (configuration not stated),-4,1,1.2,-4,3%,0.43,16,-1.1,-14
CCOc1ccc(NC(=O)c2ccccc2NC(=O)CN2CCN(C(C)=O)CC2)cc1,-4,1,-0.76,0,8%,-0.96,7,-0.00048,2
COc1ccccc1-c1ccc(=O)n(CC(=O)NCc2ccc3c(c2)OCO3)n1,-9,0.9,-1.9,-8,10%,-0.0083,-2,0.21,8
O=C(Nc1ccc2c(c1)OCO2)C1CCN(C(=O)c2cccs2)CC1,-7,0.9,-0.0014,-7,4%,-1.2,16,1.8,-8
Cc1ccc2nc3c(cc(C#N)c(=O)n3CC3CCCO3)c(=O)n2c1 (configuration not stated),-15,0.9,-3.6*,-7,11%[fluoresces],-1.1,-4,0.049,2
CCOC(=O)N1CCN(c2c(N3CC=C(c4ccccc4)CC3)c(=O)c2=O)CC1,7,0.9,0.25,7,3%,-2,8,-0.43,-6
COc1cc(C(Nc2ccc3c(c2)OCO3)C(=O)NC2CCCCC2)cc(OC)c1OC (configuration not stated),-2,0.9,1.2,0,3%,1,16,0.34,2
Cc1csc(Sc2nc3c(c(=O)[nH]c(=O)n3C)n2CCCc2ccccc2)n1,0,0.9,3.1,-8,5%,0.022,5,0.76,-22
CCn1nnc(NC(=O)c2ccc(-c3ccc(Cl)cc3)o2)n1,-3,0.9,1,-6,3%[fluoresces],0.55,1,-0.31,0
CCOC(=O)c1ccc(NC(=O)Nc2c(C)nn(C)c2C)cc1,-3,0.9,-0.12,-2,5%,0.77,-3,-1.6,3
CCCCCCn1c(SCCCC)nc2c1c(=O)[nH]c(=O)n2C,26,0.9,11*,9,2%,0.061,27,-0.38,3
COc1ccc(CCNC(=O)c2cnn3cccnc23)cc1OC,7,0.8,13*,-1,5%,-0.38,4,0.12,-7
O=C(C1CCCN(S(=O)(=O)c2cccc3nsnc23)C1)N1CCc2ccccc2C1 (configuration not stated),37,1,0.41,-2,6%,-0.45,20,-0.15,0
CCN1CCN(c2nc3c(c(=O)[nH]c(=O)n3C)n2CCSc2nc3ccccc3s2)CC1,-14,0.9,0.97,1,2%,-0.31,6,1.4,-4
OC12CCCCC1C(c1ccc3c(c1)OCO3)N(Cc1ccccc1F)CC2 (configuration not stated),32,0.9,0.9,-5,7%,0.057,11,-0.067,-18
O=C1CCCCCN1Cc1nnc(SCc2nc3ccccc3s2)n1-c1ccccn1,0,0.9,1.1,x,2%,0.0047,4,-0.13,79*
O=C(NCC(=O)N(c1cccnc1)C(C(=O)NC1CCCC1)c1ccco1)c1cccs1 (configuration not stated),-9,0.9,-0.015,0,6%,0.62,16,0.013,1
Cc1ccc(CCC(=O)Nc2ccc(S(N)(=O)=O)cc2)o1,-16,0.8,0.051,-5,2%,-0.016,8,0.00017,-5
Cc1oc(C)c2c(=O)ccc3c(c12)OC(N)=C(C#N)C3c1ccc(F)cc1 (configuration not stated),6,0.9,-0.61,1,8%,0.92,-3,-0.58,15
CC(NC(=O)Nc1nnc(C(F)(F)F)s1)(C(F)(F)F)C(F)(F)F,3,1,-3.6,x,1%,4.1,x,-1.3*,-94
Cn1c(=O)c(=O)n(C)c2cc(S(=O)(=O)N3CCc4ccccc43)ccc21,-7,1,x,-2,5%,-0.12,11,0.23,16
CCCCN(C)C(=O)c1cn(C)c2ccc(S(=O)(=O)N(C)C)cc2c1=O,-11,0.9,0.43,3,4%,0.4,11,0.95,-20
CN(C(=O)CSc1nnc(NC2CCCCC2)s1)C1CCS(=O)(=O)C1 (configuration not stated),-15,0.9,-0.7,-3,12%,-0.37,8,-0.66,3
